tuberculosis growth: growth inhibition of non-replicating M. tuberculosis (AID 488890). Mycobacterium tuberculosis non-replicating, growth inhibition; higher % means a stronger effect. inhibition, % at 25 µM, or IC50 in µM where a hit was titrated. 320,000 tested, 0.39% active; in the data active means a potency from the dose series; inconclusive means inhibition mostly from about 82% at the one dose, without a potency; inactive means the rest, 99 in 100 with inhibition below about 76%;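 further: plate controls were DMSO cells for no effect and high antibiotic wells for full effect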
M. tuberculosis HTS: M. tuberculosis growth inhibition, HTS (AID 449762) | M. tuberculosis H37Rv growth inhibition, 7H9 media; higher % means a stronger effect | one-dose inhibition, % at 25 µM; IC50 in µM for titrated hits | 330,000 tested, 0.59% active; in the data active means a potency from the dose series; inconclusive means inhibition above about 70% without an active follow-up result;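 further: bacterial growth assessed after seven days of incubation; strong numbers were not always called active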
VEEV TC-83 Vero: inhibitors of VEEV TC-83 cytopathic effect, confirmation, Vero cells (AID 588727). Vero cells, VEEV TC-83 cytopathic effect inhibition; higher % means a stronger effect. inhibition, % at 20 µM, or IC50 in µM where a hit was titrated. 350,000 tested, 0.13% active; in the data active means a potency from the dose series; inconclusive means inhibition mostly from about 14% at the one dose, without a potency; inactive means the rest, 99 in 100 with inhibition below about 12%; further: strong numbers were not always called active
Salmonella PhoP GFP: PhoP regulon inhibitors, Salmonella typhi PhoP promoter GFP reporter, confirmatory (AID 1850); Salmonella Typhi PhoP-promoter GFP reporter, fluorescence, 4 h; higher % means a stronger effect; one-dose inhibition, % at 50 µM; IC50 in µM for titrated hits; 310,000 tested, 0.33% active; in the data active means a potency from the dose series; inconclusive means inhibition mostly from about 25% at the one dose, without a potency; inactive means the rest, 99 in 100 with inhibition below about 19%;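 further: 0% = induced wells with vehicle and 100% = uninduced wells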
influenza NS1A: NS1A inhibition, H1N1 influenza, cell based functional assay (AID 504329); NS1A functional cell-based assay, percent inhibition; higher % means a stronger effect; inhibition, % at 12.5 µM, or IC50 in µM where a hit was titrated; 340,000 tested, 0.3% active; in the data active means a potency from the dose series; inconclusive means inhibition above about 27% without an active follow-up result; further: strong numbers were not always called active
VEEV TC-83 Vero 10K pilot screen: second read-out of VEEV TC-83 Vero, no call of its own (marks repeat the call); inhibition, %; measured here: 10K pilot screen inhibition
* = called active by the depositor; i = inactive; u = inconclusive; x = not tested or not shown; & = joins results of further samples.

SMILES	tuberculosis growth	M. tuberculosis HTS	VEEV TC-83 Vero	Salmonella PhoP GFP	influenza NS1A	others
Cc1ccc(S(=O)(=O)N2CCN(Cc3nc4ccccc4[nH]3)CC2)cc1C	9%	1%	3.7%	2%	0%
COc1ccc2cc3cc(C(=O)Nc4cc(OC)c(OC)c(OC)c4)oc3nc2c1	u	12%	11%	-14%	8%
CC(C)Cn1c(N)c(C(=O)COC(=O)c2cc(C(F)(F)F)nc3c(C(F)(F)F)cccc23)c(=O)n(C)c1=O	6%	6%	x	-2%	x
O=S(=O)(NCc1cccnc1)c1ccc(Cl)s1	33%	6%	i	-5%	1%
Clc1nc(-c2cccnc2)nc2scc(-c3ccccc3)c12	50%	u	8.1%	-8%	-7%
CCCCN(C)C(=O)c1nc2ccccn2c1CN1CCN(C/C=C/c2ccccc2)CC1	19%	8%	0.1%	-4%	0%
COc1cccc(-c2ncc3ccccc3c2COC(=O)N2CCOCC2)c1	36%	-3%	5.5%	x	0%
CCC(Oc1ccccc1)C(=O)O/N=C(\N)c1ccc(OC)c(OC)c1 (centres undefined)	7%	12%	3.2%	-7%	-9%
O=C(CN1C(=O)/C(=C/c2ccccc2Cl)SC1=S)NC1C=CS(=O)(=O)C1 (centres undefined)	-8%	6%	2.4%	-1%	3%
CCc1ccc(NC(=S)N(CCCN2CCOCC2)Cc2ccccn2)cc1	19%	-1%	1.2%	-13%	-7%	VEEV TC-83 Vero 10K pilot screen=0.0
COc1ccc(OCC(=O)N/N=C(/C)Cc2ccccc2)cc1	17%	4%	1.3%	7%	0%
COc1cccc(-n2c(C)n[nH]c2=O)c1	28%	5%	1.5%	2%	14%
CCCCCOc1ccc(/C=c2\sc3nc(=O)c(-c4ccccc4)nn3c2=O)cc1OC	6%	-13%	i	-4%	22%
CCOC(=O)N1CCC(NC(=O)c2cc(C(=O)Nc3ccc(OC)c(OC)c3)ccc2CO)CC1	17%	1%	4.0%	-12%	-4%	VEEV TC-83 Vero 10K pilot screen=0.1
COc1ccc(CCC(=O)OCC(=O)Nc2sccc2C(N)=O)cc1	3%	-3%	7.5%	x	3%
O=C(Nc1ccccc1C(F)(F)F)N1CCN(c2ccc3nnc(-c4ccc(F)cc4)n3n2)CC1	-5%	u	21%	0%	1%
CC(C)(C)c1ccc(C(=O)Nc2nnc(SCC(=O)NCC3CCCO3)s2)cc1 (centres undefined)	70%	7%	3.5%	4%	-2%
O=C(NCCc1ccc(Cl)cc1)C1CCN(S(=O)(=O)N2CCCC2)CC1	15%	4%	2.1%	12%	-3%
COc1ccc(Cn2nnc3c(C)n[nH]c(=O)c32)cc1	0%	2%	1.1%	-4%	-2%
Cn1nccc1NC(=O)Nc1cccc([N+](=O)[O-])c1	-6%	-3%	5.3%	1%	8%
OC(COCC1COc2ccccc2O1)CN1CCN(c2ccccn2)CC1 (centres undefined)	31%	1%	1.0%&2.4%	-2%	-4%&-15%
CCOC(=O)C1=C(N)n2c(s/c(=C\c3cccnc3)c2=O)=C(C(=O)OC)C1c1cccnc1 (centres undefined)	-12%	0%	2.4%	-1%	0%
O=C(CSc1ccc2ccccc2c1)Nc1ncccn1	u	5%	i	-3%	0%
Nc1ccc2nc(CCc3ccccc3)[nH]c2c1	-27%	-5%	0.6%	-15%	0%
Oc1cccc(-c2nc3ccc4ccccc4c3c3c2CCC3)c1	28%	7.3µM*	7.1%	-5%	4%
COc1ccc(NC(=O)NNC(=O)c2ccc3ccccc3c2O)c(OC)c1	2%	7%	1.0%	-11%	-3%
CCC(C)NC(=O)c1ccccc1NC(=O)CN(c1cc(C)ccc1OC)S(C)(=O)=O (centres undefined)	8%	-3%	4.4%	3%	-16%
Nc1c(-c2ccccc2)c(CN2CCOCC2)nn1-c1ccc(C(=O)O)cc1	1%	-3%	i	-7%	-2%
O=C(NCCC1CCCCN1S(=O)(=O)c1ccccc1)C(=O)Nc1ccccc1 (centres undefined)	-4%	-1%	11%	-6%	-9%
Cc1nn(Cc2c(Cl)cccc2Cl)c(C)c1NC(=O)/C=C/c1cnn(C)c1C	4%	2%	6.3%	-3%	-9%

By substructure, the compounds so far containing an aryl thioether with sulfur outside any ring (two)
SMILES	tuberculosis growth	M. tuberculosis HTS	VEEV TC-83 Vero	Salmonella PhoP GFP	influenza NS1A	others
CC(C)(C)c1ccc(C(=O)Nc2nnc(SCC(=O)NCC3CCCO3)s2)cc1 (centres undefined)	70%	7%	3.5%	4%	-2%
O=C(CSc1ccc2ccccc2c1)Nc1ncccn1	u	5%	i	-3%	0%

Some of these compounds in order of SMILES length, high to low:
SMILES	tuberculosis growth	M. tuberculosis HTS	VEEV TC-83 Vero	Salmonella PhoP GFP	influenza NS1A	others
CCOC(=O)C1=C(N)n2c(s/c(=C\c3cccnc3)c2=O)=C(C(=O)OC)C1c1cccnc1 (centres undefined)	-12%	0%	2.4%	-1%	0%
OC(COCC1COc2ccccc2O1)CN1CCN(c2ccccn2)CC1 (centres undefined)	31%	1%	1.0%&2.4%	-2%	-4%&-15%
Nc1ccc2nc(CCc3ccccc3)[nH]c2c1	-27%	-5%	0.6%	-15%	0%

Going on with the list:
SMILES	tuberculosis growth	M. tuberculosis HTS	VEEV TC-83 Vero	Salmonella PhoP GFP	influenza NS1A	others
O=C1CNC(=O)/C(=C\c2ccc(F)cc2)N1	-10%	-7%	i	-4%	-3%
O=C(NCC1CCCO1)c1ccc2c(c1)S(=O)(=O)c1ccccc1C2=O (centres undefined)	-6%	-1%	0.7%	1%	-7%
Cc1cc(C)cc(C(=O)N2CCN=C2c2ccccc2)c1	-4%	6%	i	-6%	7%
CCOc1ccccc1/C=C/c1cc(C(=O)O)c2ccccc2n1	2%	-5%	4.4%	-1%	-29%
CN1CCN(C(=O)CN(c2cc(C(F)(F)F)ccc2Cl)S(C)(=O)=O)CC1	-18%	-3%	i	3%	-14%
CCCCN(CC)C(=O)c1oc2ccc(S(=O)(=O)N3CCCC3)cc2c1C	11%	5%	3.5%	3%	-3%
CCCS(=O)(=O)c1nc(S(=O)(=O)c2ccc(C)cc2)c(N2CCOCC2)s1	8%	15%	1.6%	-8%	-7%
CC(C)CC(c1nnnn1Cc1ccc2c(c1)OCO2)N1CCC(C(N)=O)CC1 (centres undefined)	-3%	1%	0.9%	-11%	-5%	VEEV TC-83 Vero 10K pilot screen=0.4
O=C(NCc1cccnc1)c1ccccc1[N+](=O)[O-]	-9%	-7%	i	-1%	5%
CC(C)CCn1c(Cl)nc2c1c(=O)n(C)c(=O)n2C	-3%	1%	i	1%	-6%
COc1ccc(S(=O)(=O)N2CCCCC2)cc1NC(=O)c1ccc(OC)c(OC)c1	x	x	7.8%	x	-4%
Cc1ccccc1OCc1nnc(SCC(=O)NC2CCCCC2)o1	u	-4%	0.9%	0%	7%
COc1ccc2cc(C(=O)N3CCC(Cc4ccccc4)CC3)[nH]c2c1	6%	3%	3.9%	-8%	1%
Cc1cccc(-n2c(SCC(=O)N3CCN(c4ccccn4)CC3)nnc2N2CCOCC2)c1	-5%	-6%	2.0%	x	-9%
CCc1ccccc1Nc1nc(N)nc(CSc2nnnn2C)n1	-17%	-3%	1.8%	1%	-11%
CCN(CC1CCCO1)C(=O)C1CCN(C2CCN(Cc3ccccc3C)CC2)CC1 (centres undefined)	28%	2%	4.1%	-15%	-1%
O=C(NCc1cccnc1)C(=O)N/N=C/c1ccccc1[N+](=O)[O-]	1%	-1%	2.6%	6%	-3%
O=C1NC(=O)C2C1C(c1cccs1)NN2Cc1ccccc1 (centres undefined)	-2%	5%	0.1%	-9%	3%
O=C(NNc1nc2ccccc2nc1C(F)(F)F)c1ccccc1	9%	-3%	6.6%	1%	-5%
CN(C)c1ccnc(-n2cccc2/C=N/OCc2ccccc2)c1C#N	1%	-8%	2.6%	0%	5%
C=CCNC(=O)C1CCN(c2cnccn2)CC1	5%	1%	i	4%	-6%
Cc1cc(Nc2ccccc2)n(-c2nc3ccccc3[nH]2)n1	3.9µM*	u	9.7%	0%	-3%
Cc1cn(C2CCCO2)c(=O)nc1N (centres undefined)	x	x	0.8%	x	-6%
Cc1ccc(C(C)C)c(OCCCCN2CCNCC2)c1	28%	3%	0.1%	2%	1%
COc1cc2sc(-c3ccc(S(C)(=O)=O)cc3)c(-c3ccc4c(c3)OCO4)c2cc1OC	27%	3%	2.9%	x	1%
C=CCn1c(SCC(=O)Nc2ncc(Cc3ccc(C)c(Cl)c3)s2)nnc1-c1ccncc1	0%	-6%	0.5%	-9%	19%
CCOc1ccc(N(C(C)C(=O)N2CCCC2)S(C)(=O)=O)cc1 (centres undefined)	-11%	-4%	0.6%	-6%	2%
N=C1C(c2nc3ccccc3s2)=C(O)CN1NC(=O)c1ccco1	-8%	-15%	3.7%	-1%	-8%
CS(=O)(=O)NCc1nnc(SCc2ccc(C(F)(F)F)cc2)o1	46%	1%	1.2%	10%	-7%
COc1cc(CN2CCN(c3ccc(C)cc3)CC2)cc([N+](=O)[O-])c1O	-13%	-5%	x	1%	x

Pulled by compound from the entries so far (2):
SMILES	tuberculosis growth	M. tuberculosis HTS	VEEV TC-83 Vero	Salmonella PhoP GFP	influenza NS1A	others
Cc1cc(Nc2ccccc2)n(-c2nc3ccccc3[nH]2)n1	3.9µM*	u	9.7%	0%	-3%
Cn1nccc1NC(=O)Nc1cccc([N+](=O)[O-])c1	-6%	-3%	5.3%	1%	8%

Later entries.
SMILES	tuberculosis growth	M. tuberculosis HTS	VEEV TC-83 Vero	Salmonella PhoP GFP	influenza NS1A	others
Cc1ccc(C)c(S(=O)(=O)N2CCN(CC(=O)Nc3sccc3C#N)CC2)c1	13%	3%	11%	-1%	-2%
CC1CCN(C(=O)c2ccccc2NC(=O)c2cccc(S(=O)(=O)N3CCOCC3)c2)CC1	x	x	1.7%	x	-5%
COC(=O)C(NC(C)=O)(Nc1nc(C)cs1)C(F)(F)F (centres undefined)	-6%	-1%	1.0%	3%	-3%
CC(NC(=O)CCc1nnc(Cc2cccc(C(F)(F)F)c2)o1)C1CC1 (centres undefined)	24%	-4%	i	-10%	0%
COc1cc([N+](=O)[O-])ccc1NC(=S)NNC(=O)c1ccc2c(c1)OCO2	25%	-7%	6.0%	-16%	-2%
O=C(CSc1nnc(NC(=O)c2c(F)cccc2F)s1)NCc1ccccc1	46%	4%	2.1%	9%	-2%
CCOc1cc(C(C#N)N2CCCCC2)ccc1OC (centres undefined)	1%	1%	0.2%	-7%	-15%
Cn1c(=O)c2c(nc(CN3CCN(C(=O)c4ccco4)CC3)n2CCCO)n(C)c1=O	9%	10%	2.5%	3%	-10%
CCN(CC)S(=O)(=O)c1ccc(NC(=O)CCNC(=O)c2ccccc2)cc1	10%	-9%	1.5%	3%	3%
NNc1nc2c(Cl)ccc(Cl)c2s1	27%	11%	2.3%	-6%	5%
Cc1c(C(=O)OC(C)C)[nH]c2c1C(=O)CC(C)(C)C2	0%	2%	0.6%	-5%	1%
COc1ccc(CCNC(=O)CSc2nnc(-c3ccccc3)c3ccccc23)cc1OC	10%	0%	7.1%	-9%	1%
COC(=O)Cn1cc(/C=C2\C(=O)NC(=O)N(c3ccccc3)C2=O)c2ccccc21	4%	7%	i	-6%	-4%
O=C(NCCN1CCN(Cc2ccc([N+](=O)[O-])cc2)CC1)C(=O)Nc1ccccc1	0%	-9%	i	-7%	-2%
N#Cc1ccc(Cn2c(=O)c(C#N)c3n(c2=O)CCC3)cc1	-5%	3%	2.4%	-3%	8%
COc1ccc(OCC(=O)N2CCN(C(=O)c3cccs3)CC2)cc1	4%	-7%	0.1%	1%	17%
COC(=O)c1ccc(Cn2cnc3c(cnn3-c3ccc(F)cc3)c2=O)o1	-12%	-1%	0.0%	-2%	1%
COc1ccc(OC)c(NC(=O)CCc2nnc3ccc(NCc4ccco4)nn23)c1	-3%	3%	2.0%	2%	8%
O=C(NNC(=O)c1cnccn1)c1cccc([N+](=O)[O-])c1	53%	-2%	2.3%	17%	6%
O=C(CSc1nnnn1-c1cccnc1)Nc1ccc(OCc2ccccc2)cc1	23%	-5%	0.2%	-1%	9%
COc1ccc(-n2c(=S)[nH]c3cc(C(=O)Nc4ccc(OC)c(OC)c4)ccc3c2=O)cc1	-15%	2%	i	-6%	5%
O=C(NCc1ccccc1F)c1cccc(S(=O)(=O)NCc2ccccc2)c1	-2%	-11%	3.5%	-5%	-5%
COc1ccc(N(C)S(=O)(=O)c2c(C)[nH]c(=O)[nH]c2=O)c(OC)c1	-3%	1%	1.5%	2%	-12%
CCOc1cc(N2CCOCC2)c(OCC)cc1NC(=O)Cn1cnnn1	0%	-2%	4.3%	x	-4%
COc1ccc(NC(=O)Nc2cc(C)cc(C)c2)cn1	0%	7%	0.5%	-4%	-17%
COc1ccc(CCNC(=O)CN(C2CCCCC2)S(C)(=O)=O)cc1	4%	-4%	0.5%	3%	-7%

Screening results from PubChem.
